# AmpC inh no detg: AmpC beta-lactamase inhibition without detergent | AmpC nitrocefin hydrolysis, absorbance 480 nm, 0.0001% Triton | Potency, µM (titrated, usually from 57.1 µM), for the others: at the highest dose activity change, negative = inhibition, actives largely listed as inhibitors | 330,000 tested, 0.52% active;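 note: potency is the fitted concentration of half-maximal effect; plate controls were no compound for no effect and no enzyme for full effect; nearly all actives have a fitted effect of over 20% in size; some results filed as inactive show a strong effect at the top dose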
# Target sequence (P00811 whole entry, looked up): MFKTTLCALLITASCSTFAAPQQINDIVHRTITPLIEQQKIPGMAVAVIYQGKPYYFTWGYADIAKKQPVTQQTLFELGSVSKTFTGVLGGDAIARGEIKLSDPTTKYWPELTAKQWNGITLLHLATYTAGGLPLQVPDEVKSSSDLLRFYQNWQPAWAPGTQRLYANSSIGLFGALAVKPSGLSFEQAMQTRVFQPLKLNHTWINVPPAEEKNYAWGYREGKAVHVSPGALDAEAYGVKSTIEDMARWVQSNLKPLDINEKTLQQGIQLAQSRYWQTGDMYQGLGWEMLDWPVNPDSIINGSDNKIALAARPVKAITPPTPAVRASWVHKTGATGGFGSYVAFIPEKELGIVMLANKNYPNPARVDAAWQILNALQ
#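 20 mM phosphate pH 7.0 + 0.01% (detergent screen) or 0.0001% Triton X-100; 5.3 nM AmpC reagent; cpd preinc 15 min RT; nitrocefin (800 uM stock) to start; A480 q20 s × 4 min; Activity was normalised to no-enzyme and no-compound control wells.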
# Sm TGR inh: inhibitors of Schistosoma mansoni thioredoxin glutathione reductase; AID 485364; 360,000 tested, 3% active; Potency, µM (top dose mostly 114 µM), for inactives: at the highest dose activity change, negative = inhibition, actives largely listed as inhibitors; purified TGR, DTNB reduction, TNB absorbance 405 nm; note: potency is the fitted concentration of half-maximal effect; nearly all actives have a fitted effect of over 60% in size
#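 First, TGR (20 nM dispensed) and NADPH were mixed with compound. Second, a 15 min room-temperature incubation followed. Third, further NADPH and then DTNB were added to start the reaction. Finally, TNB absorbance was monitored kinetically.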
# Giardia FBPA inh: Giardia lamblia aldolase inhibition. purified Giardia FBPA. 290,000 tested, 0.71% active. Potency, µM (top dose mostly 59.6 µM), without a hit: top-dose activity, negative = inhibition, usual class: inhibitors. AID 2451. A8B2U2; note: potency is the fitted concentration of half-maximal effect; nearly all actives have a fitted effect of over 55% in size
# Target sequence (A8B2U2 whole entry, looked up): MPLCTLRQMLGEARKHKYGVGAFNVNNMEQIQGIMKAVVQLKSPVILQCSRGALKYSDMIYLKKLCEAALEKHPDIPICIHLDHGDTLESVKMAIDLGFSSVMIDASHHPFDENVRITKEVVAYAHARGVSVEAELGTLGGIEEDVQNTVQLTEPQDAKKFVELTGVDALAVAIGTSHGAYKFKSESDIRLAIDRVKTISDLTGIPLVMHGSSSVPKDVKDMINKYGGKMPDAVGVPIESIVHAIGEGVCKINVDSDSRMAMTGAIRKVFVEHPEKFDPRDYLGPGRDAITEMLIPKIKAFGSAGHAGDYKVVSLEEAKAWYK
#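 40 nM FBPA preincubated 10 min at RT with compound (up to 57.5 uM final), then substrate plus GAPDH/TPI/NAD/arsenate coupling and diaphorase/resazurin added. Fluorescence read after 20 min at RT, 525/598 nm.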
# HCMV antiviral: human cytomegalovirus inhibition | HFF cells, HCMV-luciferase reporter, 72 h; active compounds read low | activity change, negative = inhibition, % at 57.5 µM | 410,000 tested, 4.5% active | AID 1259415; in the data active = activity change below about -60%; inconclusive = no clear call, values can overlap the other calls; inactive = above about -39%
#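 Two-dose cell screen: HFF monolayers treated with compounds and infected with luciferase-expressing HCMV at 1 PFU/cell, 72 h at 37C, then lysed for luciferase measurement.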
# AmpC detergent: AmpC beta-lactamase inhibition with detergent present; P00811; AmpC hydrolysis of nitrocefin, absorbance 480 nm, 0.01% Triton; Potency, µM (highest dose often 114 µM), for inactives: at the highest dose activity change, negative = inhibition, usual class: inhibitors; 370,000 tested, 0.041% active;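 note: potency is the fitted concentration of half-maximal effect; 0% = no-compound wells and -100% = no-enzyme wells; nearly all actives have a fitted effect of over 25% in size; some results filed as inactive show a strong effect at the top dose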
#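 AmpC (5.3 nM in the dispensed reagent) in 20 mM phosphate pH 7.0 with 0.01% (detergent screen) or 0.0001% Triton X-100 was preincubated with compounds for 15 min at room temperature. Nitrocefin was then added from an 800 uM solution, and hydrolysis was followed at 480 nm.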
# HCV inh: HCV inhibition; 340,000 tested, 3.4% active; Potency, µM (series often up to 41.8 µM), without a hit: at the highest dose activity change, negative = inhibition, usual class: inhibitors; Huh7.5.1 HCVcc-Cre infection, luciferase reporter, 44 h; AID 651820; note: potency is the fitted concentration of half-maximal effect
#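 Cells (1,000/well) were plated 4 h before compound, then infected with HCVcc-Cre virus (~0.5 moi). After 44 h further culture, infection was read as luciferase luminescence following a 15 min substrate incubation at room temperature.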
# An asterisk follows results filed as active; u = inconclusive; x = no result given; & = joins results of further samples; [ ] = dose if it differs, or a comment. Unless noted, calls come from the whole dose curve; as a rule, active = well fitted curve in the direction sought with a large enough effect; inconclusive = small, poorly fitted or top-dose-only effect, or another doubt; inactive = no such curve, though single readings can be large; an effect the other way counts as inactive or inconclusive. Unless noted, % is set by controls: 0 for no effect and ±100 for the full control effect. This is a random part of the collection (roughly 9.9% active in at least one column).
SMILES	AmpC inh no detg	Sm TGR inh	Giardia FBPA inh	HCMV antiviral	AmpC detergent	HCV inh
O=C(Nc1ccc(Cl)cc1Cl)C1CCCO1 (centres undefined)	0.0%	u	-1.4%	-24.9	u	7.5%
Cn1c(Cc2ccc3c(c2)OCO3)nnc1SCC(=O)NC(C)(C)C	-13.7%	-1.1%	3.3%	5.7	0.8%	4.0%
O=C1c2ccsc2SCCN1Cc1ccccc1Cl	x	-4.0%	-12.2%	26.5	-6.2%	-19.5%
S=C(NCC1CCCCC1)Nc1ccc(Oc2ccccc2)cc1	-47.0%	-10.6%	3.5%	u	2.2%	u
O=C(CCN1N=C(c2ccccc2)CCC1=O)NCC1CCCO1 (centres undefined)	-8.3%	2.9%	x	u	-6.0%	-5.9%
O=C(COc1ccccc1Cl)Nc1ccccc1C(=O)N1CCOCC1	0.2%	1.0%	5.0%	174.4	-6.2%	3.6%
CC(C)(C)NC(=O)CSc1nc(N)c(-c2ccccc2)c(=O)[nH]1	-8.6%	-1.4%	-0.5%	0.1	4.4%	6.4%
COc1ccccc1OC(C)C(=O)N(Cc1ccco1)C1CCS(=O)(=O)C1 (centres undefined)	-5.4%	3.8%	-24.9%	x	u	13.2%
O=C1C2=C(CCCC2)C(=O)N1CNc1ccccc1	-17.6%	127.4%[activator]	1.9%	23.0	-5.3%	22.5%
COc1ccc2[nH]c(CN3CCC(CO)(CCOc4ccccc4)CC3)c(C)c2c1	107.4%[activator]	-29.3%	-1.7%	u	2.8%	10µM*
O=C(COC(=O)C1CCN(S(=O)(=O)c2ccccc2)CC1)NC(=O)c1ccc(OC(F)F)cc1	-44.4%	-22.6%	3.4%	73.2	-4.5%	-1.0%
COc1ccccc1-c1sc2ccccc2c1-c1ccc(O)cc1	-31.6%	x	x	-21.4	x	5.62µM*
Cc1ccc(S(=O)(=O)n2nc(C)c(S(=O)(=O)N3CCC(C)CC3)c2C)cc1	x	u	x	10.6	3.1%	x
COc1ccccc1CC(NC(C)=O)C(=O)NC1CCN(C(=O)Nc2ccccc2C)CC1 (centres undefined)	4.1%	6.3%	x	73.3	-0.9%	9.2%
CC(C)N(C(=O)NC(=O)Nc1ccc(S(=O)(=O)N2CCCC2)cc1)S(C)(=O)=O	-32.0%	-5.6%	4.6%	-4.7	6.5%	-1.5%
N#Cc1cnn2ccn(C3OC(CO)C(O)C3O)c12 (centres undefined)	-11.0%	9.5%	1.8%	-24.1	3.8%	12.9%
CC(=O)Oc1ccc2c3c(c(=O)oc2c1C)CCCC3	-26.1%	9.1%	5.6%	-35.8	-11.0%	13.7%
N#Cc1nn(-c2ccccc2)nc1N1CCCCC1	-21.9%	1.0%	-0.2%	30.2	2.7%	11.1%
C=CCN(Cc1cccs1)C(=O)COc1ccc2c(c1)OCO2	-45.3%	x	x	-37.0	x	18.4%
CCN(CC)c1ccc(C=C2C(=O)N(C)C(=S)N(C)C2=O)o1	-36.3%	44.7µM*	-2.2%	1.2	1.4%	3.5%
CCC1Oc2ccc(C)cc2N(CC(=O)N(Cc2ccc(C)o2)C2CC(C)(C)NC(C)(C)C2)C1=O (centres undefined)	172.3%[activator]	-19.7%	0.4%	3.8	-5.7%	u
Cc1cc(C)c2nc(N3CCCC(C(=O)NCCN4CCOCC4)C3)sc2c1 (centres undefined)	20.1%	2.5%	0.9%	44.1	-2.7%	8.1%
CC(=O)OCC1(C)CN(c2ccccc2)N(C(=O)c2ccc(F)cc2)C1=O (centres undefined)	14.8%	-29.4%	1.7%	-10.2	-1.8%	15.5%
O=C(CSc1nc2ncc(Cl)cc2[nH]1)N1CCOCC1	-12.8%	x	x	1.5	x	0.7%
Cc1ccc(-c2ccc(=O)n(CC(=O)Nc3cccc(C#N)c3)n2)cc1	x	-3.1%	x	19.2	20.4%	x
COc1ccc(-c2nnn(CC(=O)NCc3ccccc3)n2)cc1OC	1.1%	3.6%	-0.1%	34.4	-3.6%	-27.1%
CCCOc1ccc(CNC(=O)C2CCN(C(=O)N3CCOc4ccccc43)CC2)cc1	134.5%[activator]	-12.1%	8.0%	-15.9	u	u
CN(C)c1ccc(/C=C2/C(=O)N(c3ccc([N+](=O)[O-])cc3)N=C2N2CCOCC2)cc1	-38.2%	-10.9%	-16.2%	x	-9.7%	x
Nc1nonc1-n1nnc(C(=O)N/N=C/c2ccncc2)c1CSc1ccc(Cl)cc1	-12.6%	0.6%	-10.8%	-16.9	5.4%	u
O=C(O)c1cccc(NC(=O)c2cn(-c3ccccc3)nc2-c2cc3ccccc3o2)c1	-14.2%	-3.1%	15.0%	54.2	6.4%	10.3%

# As entered above.
# O=C(O)c1cccc(NC(=O)c2cn(-c3ccccc3)nc2-c2cc3ccccc3o2)c1 @ HCMV antiviral: 54.2
# N#Cc1cnn2ccn(C3OC(CO)C(O)C3O)c12 (centres undefined) @ AmpC detergent: 3.8%
# Cc1ccc(-c2ccc(=O)n(CC(=O)Nc3cccc(C#N)c3)n2)cc1 @ Sm TGR inh: -3.1%
# COc1ccc(-c2nnn(CC(=O)NCc3ccccc3)n2)cc1OC @ Giardia FBPA inh: -0.1%
# CC(=O)Oc1ccc2c3c(c(=O)oc2c1C)CCCC3 @ HCMV antiviral: -35.8

# New compounds follow
SMILES	AmpC inh no detg	Sm TGR inh	Giardia FBPA inh	HCMV antiviral	AmpC detergent	HCV inh
COc1ccc(CNC(=O)COC(=O)c2ccc3ccccc3n2)cc1	-8.0%	x	x	96.8	x	21.5%
Cc1c(OCC(=O)NCCCN2CCCC2=O)ccc2c3c(c(=O)oc12)CCC3	36.4%	-8.1%	x	u	3.8%	-0.4%
O=C(CCc1nc2ccccc2c(=O)[nH]1)NNC(=O)c1cccc(Cl)c1	-22.1%	-1.2%	x	-14.6	-12.7%	-0.9%
COc1ccc(/C=N/NC(=O)C2C(C=C(Cl)Cl)C2(C)C)c(OC)c1 (centres undefined)	-43.9%	x	-2.2%	-32.1	0.0%	u
O=c1[nH]nc(SCc2nnc(-c3cccc(Cl)c3)o2)n1C1CCCCC1	13.1%	5.0%	2.3%	u	9.7%	u
CCOC(=O)C1=C(N)OC(C)=C(C#N)C1c1ccco1 (centres undefined)	-11.2%	-23.0%	0.4%	8.9	-3.8%	1.0%
CC(=O)N1c2c(cc(Br)cc2S(=O)(=O)NCc2ccc3c(c2)OCO3)CC1C (centres undefined)	-41.0%	5.7%	-7.4%	-22.5	u	-15.2%&2.4%
Cc1csc2c(SCC(=O)NNC(=O)C(Cl)Cl)ncnc12	-14.8%	u	23.9%	-23.2	4.3%	-0.7%
CCOc1cc(Br)c(C=O)cc1OCC	-11.4%[11.4 µM]	6.7%	4.5%	-91.8*	-4.3%	0.9%
O=C(CSc1ncnc2c1oc1ccccc12)NCc1ccco1	11.0%	28.2µM*	5.6%	40.9	-1.9%	-11.1%
Oc1ccc(Cl)cc1C=NCCc1ccccc1	-24.2%	-8.6%	4.3%	27.9	-13.1%	7.6%
CCN(CC)C(=O)C1CCCN(C(=O)Nc2ccc(NC(=O)N3CCCC(C(=O)N(CC)CC)C3)cc2)C1 (centres undefined)	14.4%	-5.5%	-0.8%	u	0.1%	-2.9%
COc1ccc(CNc2nc(-c3ccc(Cl)cc3)nn2C(=O)c2ccccc2)cc1	x	2.5%	x	1.0	5.5%	x
O=C(O)c1cccc(S(=O)(=O)Nc2ccccc2Cc2ccccc2)c1	-32.8%	5.5%	7.1%	-7.3	u	23.2%
COC1CCCCC1Nc1ccc(C)c(C)c1 (centres undefined)	-21.0%	3.7%	19.9µM*	-15.9	-12.0%	31.3%[activator]

# Given field by field: part of the list above.
> O=C(CSc1ncnc2c1oc1ccccc12)NCc1ccco1
  AmpC inh no detg: 11.0% | Sm TGR inh: 28.2µM* | Giardia FBPA inh: 5.6% | HCMV antiviral: 40.9 | AmpC detergent: -1.9% | HCV inh: -11.1%

> Oc1ccc(Cl)cc1C=NCCc1ccccc1
  AmpC inh no detg: -24.2% | Sm TGR inh: -8.6% | Giardia FBPA inh: 4.3% | HCMV antiviral: 27.9 | AmpC detergent: -13.1% | HCV inh: 7.6%

# (further entries)
SMILES	AmpC inh no detg	Sm TGR inh	Giardia FBPA inh	HCMV antiviral	AmpC detergent	HCV inh
COc1ccccc1CNC(=O)C1CCCN(c2nnc(-n3c(C)ccc3C)s2)C1 (centres undefined)	x	u	x	-23.6	-0.5%	x
O=C(Nc1c(-c2cccs2)nc2ccccn12)c1ccc2ccccc2c1	30.7%	-5.3%	-8.5%	x	-3.9%	-10.6%
CCN(C(=O)c1nn(C)c2c1CSc1ccccc1-2)c1cccc(C)c1	x	9.1%	x	-32.5	21.0%	x
CC1CCN(Cc2c(C(=O)N/N=C/c3ccccc3O)nnn2-c2nonc2N)CC1	-20.2%	4.5%	-16.1%	-95.3*	u	3.55µM*
Cc1cc(NC(=O)c2cccc(S(=O)(=O)N3CCCC3)c2)no1	-9.4%	-2.8%	9.9%	3.8	0.6%	11.5%
CCOC(=O)/C(C#N)=C/c1cc2ccccc2nc1N1CCCCC1	16.3%	3.5%	-4.4%	-34.8	-0.6%	u
CCOc1cc(/C=N/NC(=O)c2cc(C)n(-c3ccc(F)cc3)c2C)ccc1O	u	56.2µM*	-7.0%	-11.0	-7.1%	u
CNC(=S)NNC(=O)c1cccn(Cc2ccccc2)c1=O	-20.5%	11.9%	1.1%	-14.3	-4.2%	19.9%
O=C(O)CCc1ccc(-c2ccc(Cl)cc2)n1CCC(=O)O	-1.7%	22.4µM*	8.2%	-32.3	-7.8%	26.9%
Fc1nc(F)c(F)c(NCCCNc2c(F)c(F)nc(F)c2F)c1F	-36.6%	-5.6%	-0.1%	-10.5	-4.2%	u
Cc1ccc(S(=O)(=O)NC(=O)Nc2nnc(C3CC3)s2)cc1	4.47µM*	4.2%	3.6%	-30.1	1.5%	2.9%
CC(NCCC1(C(C)C)CCOC(C)(C)C1)c1cccs1 (centres undefined)	-5.8%	u	-3.9%	u	-1.8%	12.2%
O=C(CCl)c1cc2c3c(c1)CC(=O)N3CCC2	-1.6%	1.58µM*	-12.5%	24.7	-1.3%	-13.5%
CC(C)Cn1c(N)c(C(=O)COC(=O)CC23CC4CC(CC(C4)C2)C3)c(=O)n(C)c1=O	1.5%	8.6%	-10.2%	-66.7*	5.4%	6.31µM*
Cc1ccc(S(=O)(=O)Cn2nnnc2C(C(C)C)N2CCSCC2)cc1 (centres undefined)	-19.5%	u	5.3%	3.6	-11.8%	-1.1%
CC1CCCC(NC(=O)c2ccc(COc3ccccc3)o2)C1C (centres undefined)	18.8%	4.1%	2.7%	6.4	2.6%	-27.0%
Oc1ccc2ccccc2c1N=Nc1ccc(F)cc1	-21.5%&-19.6%	-2.5%&-1.3%	0.0%&0.9%	33.5	-13.2%&4.6%	-13.7%
Cc1ccnc(NC(=O)c2ccc(Cl)c(S(=O)(=O)N3CCCC3)c2)c1	-18.7%	1.7%	x	-2.6	-14.4%	u
CCCCCN(C(=O)CCC(=O)OCCOc1ccc(OC)cc1)c1c(N)n(CCCC)c(=O)[nH]c1=O	92.9%[activator]	4.5%	x	x	u	u
CCC(NC(=O)c1ccc([N+](=O)[O-])cc1[N+](=O)[O-])c1ccccc1 (centres undefined)	-7.1%	-28.5%	-5.5%	-11.5	-0.5%	-20.2%
